Compound activity: PubChem BioAssay, several laboratories
Mot1-301 SUMO – inhibitors of SUMOylation pathway: yeast Mot1-301 growth rescue; S. cerevisiae Mot1-301 growth rescue, ATP luminescence, 38.5C; percent above DMSO median, 100 means doubled; growth rescue, % at 18.8 µM; hit rate 1% among 320,000; AID 2716;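 active = every valid replicate shows activation above 250% relative to neutral control wells; inactive = the rest, any valid replicate at or below 250%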;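 also: OY570 slx delta 5 strain wells were the positive control but not used for scaling; some compounds called inactive have numbers as strong as hits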
CDK5 p35 inh – inhibitors of human CDK5/p35 kinase; Q00535+Q15078; Recombinant CDK5/p35, ADP-Glo luminescence, 60 min; inhibition, % at 10 µM; hit rate 0.01% among 330,000;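 active = highest replicate inhibition of at least 50% and at least 75% of replicates reaching 50%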;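 also: plate controls were DMSO neutral control for no effect and GW8510 at 10 µM for full effect; many of its hits are not listed in these tables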
Keap1-Nrf2 PPI – inhibitors of human Keap1-Nrf2 protein-protein interaction. Q14145. hit rate 0.15% among 340,000. inhibition, % at 9.4 µM. Keap1 Kelch-Nrf2 peptide fluorescence polarization, 1536-well; in the data active = inhibition above about 12%;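 also: human Keap1 Kelch domain with fluorescein labeled Nrf2 9mer peptide probe; 0% = neutral control wells and 100% = peptide positive control; higher means more block of Keap1 binding to Nrf2 peptide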
Target sequence (Q14145 whole entry, looked up, the tested form may be a part): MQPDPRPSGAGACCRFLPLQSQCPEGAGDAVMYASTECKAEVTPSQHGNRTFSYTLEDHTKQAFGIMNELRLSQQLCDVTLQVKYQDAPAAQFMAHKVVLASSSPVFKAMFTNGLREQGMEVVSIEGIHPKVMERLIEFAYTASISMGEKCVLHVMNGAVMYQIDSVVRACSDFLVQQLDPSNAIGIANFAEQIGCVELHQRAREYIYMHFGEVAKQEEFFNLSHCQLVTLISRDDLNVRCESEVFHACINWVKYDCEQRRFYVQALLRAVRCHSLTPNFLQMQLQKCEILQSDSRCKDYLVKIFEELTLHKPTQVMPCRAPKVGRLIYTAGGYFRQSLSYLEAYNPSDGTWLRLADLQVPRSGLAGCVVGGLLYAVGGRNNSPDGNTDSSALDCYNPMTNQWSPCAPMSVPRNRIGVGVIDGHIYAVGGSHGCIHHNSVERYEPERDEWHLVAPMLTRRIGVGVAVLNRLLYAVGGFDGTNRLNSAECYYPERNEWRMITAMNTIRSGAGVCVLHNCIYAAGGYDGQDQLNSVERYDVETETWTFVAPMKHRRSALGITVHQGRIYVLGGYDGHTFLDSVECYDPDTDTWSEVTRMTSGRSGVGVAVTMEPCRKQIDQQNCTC
cardiac RTF act – cardiac RTF calcium sensitization; P19429+P45379; IANBD-labeled TnC RTF fluorescence at EC20 calcium; 0% EC20 calcium, 100% full calcium; activation, % at 7.2 µM; hit rate 0.24% among 340,000;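 active = activation above the mean over all tested compounds plus 3 SD, cut at about 30% in these data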;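 also: rise in fluorescence read as greater calcium sensitivity of cardiac thin filaments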
PfHsp90 yeast 2 – growth inhibition of yeast expressing Plasmodium Hsp90; hit rate 0.32% among 310,000; S. cerevisiae expressing PfHsp90, BacTiter-Glo ATP, 48 h; yeast lacking PDR1 and PDR3 efflux regulators; inhibition, % at 9.4 µM;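 active = every replicate shows inhibition above about 80%, whatever the replicate mean, limit read from the data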;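 also: 0% = DMSO neutral controls and 100% = 20 µM radicicol positive controls; yeast relying on Plasmodium falciparum Hsp90 in place of its own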
NSD2 inh – inhibitors of human histone methyltransferase NSD2; O96028; NSD2 peptide methylation, AlphaScreen, 120 min; inhibition, % at 12.5 µM; hit rate 0.54% among 310,000; AID 743445; in the data active = inhibition above about 50%
dFosB activator – mouse delta FosB homodimer activation; P13346; purified delta FosB, TAMRA-CDK5 oligo fluorescence polarization; percent of positive-control signal above neutral wells; activation, % at 25 µM; hit rate 0.99% among 340,000; AID 493131;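 active = mean activation above about 17%, with every replicate also reaching it, limit read from the data, passing the limit was not always enough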;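 also: fluorescence polarization rise as delta FosB binds a TAMRA Cdk5 AP-1 oligo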
Target sequence (P13346 whole entry, looked up): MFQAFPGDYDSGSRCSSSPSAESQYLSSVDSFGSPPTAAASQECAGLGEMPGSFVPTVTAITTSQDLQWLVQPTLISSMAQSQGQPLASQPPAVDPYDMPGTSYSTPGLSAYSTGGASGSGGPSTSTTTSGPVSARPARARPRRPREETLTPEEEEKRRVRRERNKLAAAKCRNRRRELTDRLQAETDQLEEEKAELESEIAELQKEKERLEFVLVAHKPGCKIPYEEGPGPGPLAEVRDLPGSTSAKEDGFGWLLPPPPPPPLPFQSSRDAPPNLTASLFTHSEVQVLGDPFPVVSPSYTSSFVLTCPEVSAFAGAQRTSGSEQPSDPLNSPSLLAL
Rtt109 HAT inh – C. albicans Rtt109 histone acetyltransferase inhibition | Q5AAJ8 | purified Rtt109/Vps75, ThioGlo CoA-SH fluorescence, 4 h | inhibition, % at 34.9 µM | hit rate 0.16% among 330,000;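 active = inhibition of at least 50% in every replicate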
RTF Ca sens inh – cardiac RTF calcium desensitization; hit rate 0.12% among 340,000; IANBD-labeled cardiac RTF, Ca2+ fluorescence; inhibition, % at 7.15 µM; P19429+P45379;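 active = inhibition above the mean inhibition of all tested compounds plus 3 SD, cut at about 17% in these data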;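 also: assay run at fixed EC70 calcium of 1.6 mM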
LANA DNA inh – KSHV C-LANA DNA binding inhibition; MBP-C-LANA/FAM-LBS DNA binding, fluorescence polarization; inhibition, % at 9 µM; hit rate 0.078% among 340,000; AID 504423;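 active = highest replicate inhibition at or above 60% at 9 µM, even if other replicates fall short; inactive = all replicates below 60% inhibition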;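 also: 0% = neutral control wells and 100% = 4 µM acridine orange control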
PvdQ inh – blocks Pseudomonas aeruginosa PvdQ acylase activity | inhibition, % at 10 µM | hit rate 0.063% among 340,000 | purified PvdQ acylase, fluorescence plate reader | AID 488965; in the data active = inhibition above about 30%, passing the limit was not always enough;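 also: 0% = vehicle neutral wells and 100% = reference inhibitor wells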
Starred values were filed as active, the others as inactive; · = not tested or not shown.

Below each compound – Mot1-301 SUMO | CDK5 p35 inh | Keap1-Nrf2 PPI | cardiac RTF act | PfHsp90 yeast 2 | NSD2 inh | dFosB activator | Rtt109 HAT inh | RTF Ca sens inh | LANA DNA inh | PvdQ inh
#1 O=C(NCC1COc2ccccc2O1)c1cccc(S(=O)(=O)NCc2ccccc2)c1 (centres undefined)
→ 41.0 | 0.9 | 1.2 | -5.5 | -0.6 | -4.0 | -8.3 | 6.2 | -0.4 | -0.3 | -2.5
#2 CC(C(=O)O/N=C(\N)c1ccccn1)c1ccc([N+](=O)[O-])cc1 (centres undefined)
→ -6.4 | -0.9 | 7.3 | 0.0 | -7.8 | -3.5 | -5.4 | 0.0 | -5.0 | 0.7 | -11.9
#3 CN(C(=O)CSc1nnc(-c2ccco2)o1)C1CCCCC1
→ · | 1.8 | -3.0 | 5.3 | 3.7 | -2.6 | 3.0 | -2.0 | 10.3 | 0.0 | -13.4
#4 Cc1cc(C)c(N(CC(=O)NCc2ccccc2)C(=O)c2csnn2)c(C)c1
→ -12.7 | -2.9 | -5.4 | -2.4 | 8.0 | -0.5 | -1.0 | -0.3 | 7.6 | -0.4 | -5.7
#5 CC(=O)c1ccc(OCc2ccc(Oc3c(Cl)cccc3[N+](=O)[O-])cc2)cc1
→ 4.4 | 1.6 | -6.3 | -0.6 | -0.5 | -41.4 | 1.9 | -7.1 | 5.3 | 0.7 | -6.8
#6 O=c1cnnc(N/N=C/c2ccccn2)[nH]1
→ 0.4 | -9.8 | -1.5 | 1.6 | -24.6 | 29.8 | -1.4 | -6.7 | -1.1 | -2.4 | -8.7
#7 c1ccc2c(c1)Sc1ccccc1-n1cnnc1-2
→ 9.5 | 0.9 | -0.7 | 9.7 | 4.7 | -2.2 | 5.5 | 6.9 | 5.1 | -2.3 | -4.7
#8 CC1CCCC(C)N1C(=O)CN1C(=O)NC2(CCOc3ccccc32)C1=O (centres undefined)
→ · | -1.5 | 6.1 | -1.6 | · | -2.5 | -10.1 | -6.9 | -9.3 | -0.4 | -6.8
#9 O=C(O)Cn1cnc2c(OCc3ccccc3)ncnc21
→ -13.0 | 0.9 | -3.4 | -5.7 | -3.1 | · | -5.1 | -21.7 | -4.9 | 0.0 | -4.6
#10 NC(=O)C1CCN(C(=O)COc2ccc(Nc3ccccc3)cc2)CC1
→ -24.8 | 0.8 | 4.3 | -3.4 | 15.9 | -18.2 | 0.7 | 4.3 | -1.0 | 1.9 | -8.8
#11 Cc1ccc(C(=O)COC(=O)CN2C(=O)C3C4C=CC(C4)C3C2=O)cc1[N+](=O)[O-] (centres undefined)
→ -5.0 | -4.6 | -3.9 | -3.6 | 18.3 | 0.1 | 4.3 | -1.0 | -13.0 | -2.2 | -5.6
#12 O=C(CSc1nnc2ccccn12)Nc1ccc(N2CCOCC2)cc1
→ -8.4 | -1.0 | -1.7 | 2.0 | -6.9 | -1.1 | -9.2 | 4.9 | -8.8 | 1.2 | -8.0
#13 O=C(CN1CCN(c2ccc([N+](=O)[O-])cc2)CC1)c1ccccc1
→ -0.5 | -1.6 | 5.4 | -0.2 | 1.3 | 3.1 | -8.4 | 0.2 | -1.5 | 7.0 | -3.1
#14 C(#Cc1ccc2c(c1)COc1c3ccccc3nn1-2)c1ccccc1
→ -0.2 | 2.2 | 0.1 | 4.1 | 0.2 | · | -15.3 | -6.9 | -6.5 | 11.7 | 4.4
#15 COc1ccc(S(=O)(=O)N(C)CC(=O)Nc2ccccc2SC)cc1
→ -4.1 | 0.4 | 2.0 | 1.3 | -8.5 | 2.4 | -8.3 | -1.0 | -6.1 | -0.2 | -22.2
#16 Cc1ccsc1/C=N/n1c(C2CCCCC2)n[nH]c1=S
→ 26.2 | 1.4 | -2.0 | 0.7 | -15.2 | 0.4 | -1.0 | -3.2 | 11.2 | -1.0 | 24.5
#17 O=C(c1ccco1)N1c2ccccc2Sc2ccccc21
→ 8.5 | 1.3 | 0.9 | -3.7 | -9.8 | 2.6 | -3.4 | 2.4 | -10.4 | -1.3 | -7.0
#18 Cc1ccc(S(=O)(=O)N2CCC(C(=O)OC(C)C(=O)NC3CCCCC3C)CC2)cc1C (centres undefined)
→ 19.7 | 1.1 | -1.8 | -2.5 | 17.6 | -2.4 | -11.0 | 20.6 | 1.9 | 0.3 | -10.7
#19 N#Cc1c(SCC(N)=O)nsc1SCc1ccccc1Cl
→ -13.8 | 1.3 | -2.4 | 0.8 | · | -0.9 | 1.0 | 14.2 | 0.5 | -1.8 | -9.4
#20 CC(=C1SC(=S)NC1=O)c1ccccc1
→ · | -3.9 | -0.3 | -4.9 | -27.0 | 3.4 | 2.5 | -1.9 | -2.4 | -0.7 | 5.5
#21 C=CCn1c(SCC(=O)N2CCOCC2)nc2sc3c(c2c1=O)CCCC3
→ 7.9 | 0.0 | -0.6 | -2.6 | -0.1 | -2.0 | -5.4 | 0.6 | -10.3 | 2.3 | -3.7
#22 COc1cccc2cc(C(=O)C3=C(O)C(=O)N(CCN(C)C)C3c3ccc(F)cc3)oc12 (centres undefined)
→ -16.6 | 2.3 | -0.1 | 2.1 | -38.0 | 3.1 | -10.9 | 5.0 | -18.2 | 0.9 | -10.2
#23 COc1ccccc1CNC(=O)c1ccc2c(=O)n3c(nc2c1)CCCCC3
→ -3.0 | -1.6 | -2.0 | 0.2 | 17.9 | -3.5 | -8.2 | 13.2 | -7.0 | -1.1 | -14.4
#24 O=c1[nH]c2ccc(S(=O)(=O)N3CCN(c4ccccc4)CC3)cc2[nH]c1=O
→ 3.2 | -1.2 | -6.8 | -4.6 | -19.9 | · | -2.4 | -7.2 | 1.8 | -0.2 | -17.4
#25 Cc1c(Cl)cccc1-n1c(SCC(=O)NCc2ccccc2Cl)nnc1-c1ccncc1
→ -13.8 | -0.1 | -2.1 | 1.9 | -15.1 | 41.6 | -5.9 | 7.1 | -4.4 | 2.0 | -15.7
#26 CC(=O)C1C(c2ccccc2Cl)NC(=O)NC1(O)C(F)(F)F (centres undefined)
→ 2.1 | 2.9 | -1.7 | 7.4 | 28.1 | · | -10.4 | -17.2 | -12.8 | 1.0 | -9.6
#27 Cc1ccc(C(=O)N/C(=C/c2ccccc2)C(=O)NC(Cc2ccccc2)C(=O)O)cc1 (centres undefined)
→ -8.1 | -3.6 | -7.3 | 0.6 | -17.1 | -2.9 | 2.0 | -23.9 | 1.5 | -0.4 | -15.2
#28 Cc1cc(=O)oc2cc(OC(=O)c3ccccc3)ccc12
→ -24.4 | -0.6 | -6.6 | -10.7 | -12.6 | · | -1.6 | -3.5 | -4.4 | -1.7 | -3.5
#29 O=C(COC(=O)COc1ccccc1[N+](=O)[O-])Nc1ccc(S(=O)(=O)N2CCCCC2)cc1
→ -8.8 | 1.1 | -0.5 | -2.8 | · | 1.3 | -5.4 | · | -2.1 | -0.4 | 0.8
#30 CCOc1cccc(N2C(=O)CC(NNC(=O)c3ccc(Br)o3)C2=O)c1 (centres undefined)
→ 0.0 | 0.1 | -6.2 | 0.9 | 12.6 | -0.1 | -3.7 | 3.9 | 4.7 | 1.3 | -14.9
#31 O=C1O[C@@H]([C@H](O)CO)C(O)=C1O
→ 4.5 | 0.0 | -2.2 | 1.1 | -1.6 | · | 2.8 | -2.2 | 5.7 | 0.8 | -10.3
#32 CCC(=O)Nc1ccc(-c2nnc(SCC(=O)NCC3CCCO3)n2C)cc1 (centres undefined)
→ 6.5 | -0.2 | 1.1 | -0.9 | 28.1 | · | -3.8 | 21.0 | -7.8 | 1.1 | -9.9
#33 O=C1/C(=C/c2cccnc2)SC(=S)N1C1CCS(=O)(=O)C1 (centres undefined)
→ 52.0 | -0.4 | -0.1 | -4.3 | -2.2 | -3.5 | 2.8 | 0.6 | -7.1 | 0.8 | 4.7
#34 COc1c(C(=O)Nc2ccccc2N2CCOCC2)cc2ccccc2c1Br
→ 6.1 | 0.8 | 0.5 | -1.4 | -0.3 | -0.6 | -6.7 | -0.7 | -5.8 | -0.2 | -2.5
#35 CCCC(=O)NC(Nc1c(C)n(C)n(-c2ccccc2)c1=O)C(Cl)(Cl)Cl (centres undefined)
→ 7.4 | -0.2 | 2.0 | -3.0 | -0.5 | -4.9 | 4.9 | -10.9 | -2.8 | 2.9 | -8.0
#36 CC[C@H]1C(O)C[C@H]2CCN3C(=O)CCC[C@H]1[C@H]23 (some centres undefined)
→ · | -3.3 | 4.0 | -2.5 | 12.6 | · | -4.4 | 3.4 | -8.8 | -0.4 | -9.7
#37 CC(C)(CO)NC(=O)CCCOc1ccc(Cl)cc1Cl
→ 17.9 | -1.4 | -4.0 | 4.3 | -20.9 | -4.3 | -2.3 | -16.9 | 0.3 | 1.9 | -13.4
#38 O=c1[nH]c(=O)n(C2OC(CO)C(O)C2O)cc1Br (centres undefined)
→ -10.6 | -0.9 | -3.3 | -6.0 | 13.5 | -0.1 | 1.0 | 2.7 | -12.1 | 0.7 | -12.5
#39 O=C(OCc1cn(-c2ccc(Cl)c(Cl)c2)nn1)c1ccccc1
→ 19.0 | 0.5 | -4.2 | -0.1 | 31.7 | -2.1 | 12.7 | 0.1 | -4.8 | 0.8 | -16.0
#40 CN(C(=O)c1ccc(Oc2ccc([N+](=O)[O-])cc2)cc1)C1CCCCC1
→ -0.9 | -0.3 | -4.9 | 0.2 | 10.0 | 4.4 | -9.4 | 3.6 | -0.3 | -0.9 | 2.7

2 entries from above in a different format:
31	O=C1O[C@@H]([C@H](O)CO)C(O)=C1O
32	CCC(=O)Nc1ccc(-c2nnc(SCC(=O)NCC3CCCO3)n2C)cc1 (centres undefined)

| compound no. | 31 | 32 |
| --- | --- | --- |
| Mot1-301 SUMO | 4.5 | 6.5 |
| CDK5 p35 inh | 0.0 | -0.2 |
| Keap1-Nrf2 PPI | -2.2 | 1.1 |
| cardiac RTF act | 1.1 | -0.9 |
| PfHsp90 yeast 2 | -1.6 | 28.1 |
| NSD2 inh | · | · |
| dFosB activator | 2.8 | -3.8 |
| Rtt109 HAT inh | -2.2 | 21.0 |
| RTF Ca sens inh | 5.7 | -7.8 |
| LANA DNA inh | 0.8 | 1.1 |
| PvdQ inh | -10.3 | -9.9 |

Carrying on.
Below each compound – Mot1-301 SUMO | CDK5 p35 inh | Keap1-Nrf2 PPI | cardiac RTF act | PfHsp90 yeast 2 | NSD2 inh | dFosB activator | Rtt109 HAT inh | RTF Ca sens inh | LANA DNA inh | PvdQ inh
#41 CC(C)Nc1nc(NC(C)C)nc(N(C)C#N)n1
→ -32.3 | 0.7 | -0.6 | -1.0 | -13.1 | -4.5 | -3.3 | 4.9 | -1.0 | 3.2 | 10.5
#42 Cc1ccc2oc(=O)n(CC(=O)OC(C)C)c2c1
→ -2.9 | 0.5 | 0.0 | 3.4 | 5.1 | 2.2 | 0.8 | -2.7 | 4.2 | -1.6 | 7.0
#43 Cc1ccc(C(=O)COC(=O)c2ccccc2NC(=O)c2ccccc2)cc1[N+](=O)[O-]
→ -18.3 | -0.3 | -1.7 | 2.5 | 6.5 | 0.5 | 0.1 | 12.3 | -1.5 | -0.4 | -20.2
#44 COc1cccc(CC(=O)OCC(=O)c2cc(OC)ccc2OC)c1
→ 1.4 | -1.5 | 2.5 | -0.2 | -14.1 | -3.9 | -8.8 | -2.8 | -5.7 | 0.5 | -6.0
